Akt phos inh = blocks phosphorylation of Akt. Neuro2A IGF-stimulated pAkt S473 HTRF, 20 min; stronger effect = lower value. AID 651550. activity change, % for hits at 50 µM. actives 0.32% (n = 360,000); in the data active means activity change below about -80%; inconclusive means mostly about -51% to -80%; further: on the % scale 0 is the no-effect control and ±100 the full control effect
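Neuro2A cells in DMEM with 0.5% FBS, overnight at 37 deg C, given compound at single 50 µM final, then IGF (6 nM final) for 20 min at 37 deg C. Lysed; phospho-Akt Ser473 by HTRF after 24 h, 665/615 ratio.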
EPAC2 ag = agonists of human EPAC2 (RAPGEF4) | Potency, µM (highest dose often 154 µM), for inactives: top-dose activation, most hits filed as activators | EPAC2 activation, biochemical qHTS; response scale: 100% = 6.5 mM cAMP response | actives 0.079% (n = 360,000) | AID 720711 | Q8WZA2; further: potency means the concentration at half of the fitted maximal effect; nearly all actives have a fitted effect of over 50% in size
Target sequence (Q8WZA2 whole entry, looked up): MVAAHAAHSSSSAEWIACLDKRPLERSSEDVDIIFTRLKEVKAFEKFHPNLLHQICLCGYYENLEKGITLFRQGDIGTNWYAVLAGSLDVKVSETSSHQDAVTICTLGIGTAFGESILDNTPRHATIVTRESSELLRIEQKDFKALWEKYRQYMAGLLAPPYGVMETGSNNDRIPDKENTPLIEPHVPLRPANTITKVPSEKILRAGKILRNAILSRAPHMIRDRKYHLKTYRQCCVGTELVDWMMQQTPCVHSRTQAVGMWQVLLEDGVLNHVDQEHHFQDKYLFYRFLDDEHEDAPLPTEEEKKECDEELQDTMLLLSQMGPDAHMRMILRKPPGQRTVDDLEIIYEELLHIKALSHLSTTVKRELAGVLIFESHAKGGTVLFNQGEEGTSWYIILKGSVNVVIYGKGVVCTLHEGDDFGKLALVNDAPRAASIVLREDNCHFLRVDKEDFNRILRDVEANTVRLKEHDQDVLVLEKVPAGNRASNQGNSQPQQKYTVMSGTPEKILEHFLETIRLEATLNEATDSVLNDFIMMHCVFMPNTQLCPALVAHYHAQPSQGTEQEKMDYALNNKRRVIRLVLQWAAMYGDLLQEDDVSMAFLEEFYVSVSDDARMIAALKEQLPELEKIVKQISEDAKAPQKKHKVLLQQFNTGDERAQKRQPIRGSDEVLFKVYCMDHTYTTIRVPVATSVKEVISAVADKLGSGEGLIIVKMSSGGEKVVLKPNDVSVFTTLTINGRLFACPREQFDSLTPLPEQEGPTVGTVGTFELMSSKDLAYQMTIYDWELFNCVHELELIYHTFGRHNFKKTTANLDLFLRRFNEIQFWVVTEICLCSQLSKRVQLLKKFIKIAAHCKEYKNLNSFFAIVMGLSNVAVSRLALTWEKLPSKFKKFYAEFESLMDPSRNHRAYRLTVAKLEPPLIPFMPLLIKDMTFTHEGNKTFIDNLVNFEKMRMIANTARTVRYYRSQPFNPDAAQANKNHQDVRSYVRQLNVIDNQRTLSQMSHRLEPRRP
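Compounds were titrated in qHTS against a Rap1B-BODIPY-GDP (250 nM) complex with EPAC2 (100 nM) and GDP (50 uM). BODIPY-GDP release tracked at 480/540 nm over 30 min at room temperature, normalized to 6.5 mM cAMP.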
EPAC2 antagonist = antagonists of human EPAC2; Q8WZA2; EPAC2 GEF exchange of Rap1B-BODIPY-GDP, fluorescence; Potency, µM (highest dose often 114 µM), for inactives: top-dose activity, negative = inhibition, actives largely listed as inhibitors; actives 0.18% (n = 360,000); AID 720708; further: potency means the concentration at half of the fitted maximal effect; on the % scale 0 is the no-effect control and ±100 the full control effect; nearly all actives have a fitted effect of over 45% in size; many of its hits are not listed in these tables
Nrf2 ARE act = activates Nrf2 signaling. AREc32 ARE-luciferase reporter (MCF7-derived line), luminescence, 24 h. Potency, µM (series often up to 46.1 µM), for inactives: at the highest dose activation, usual class: activators. actives 0.31% (n = 410,000); further: potency means the concentration at half of the fitted maximal effect; % of control where 0% means no effect; nearly all actives have a fitted effect of over 65% in size
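Steps: seed AREc32_Fluc cells (1000/well, 5% FBS OPTI-MEM); incubate overnight at 37 deg C; add 23 nL compound; incubate 24 hr; add Steady-Glo; hold 30 min RT; read luminescence.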
TGFb SMAD3 inh = blocks TGF-b signaling; HepG2 CAGA-GFP TGF-b/SMAD3 reporter, GFP fluorescence, 18 h; TGF-beta stimulated, 500 pg/mL final; Potency, µM (series often up to 46.1 µM), for the others: at the top dose activity, negative = inhibition, usual class: inhibitors; AID 588855; actives 1.2% (n = 410,000); further: potency means the concentration at half of the fitted maximal effect; on the % scale 0 is the no-effect control and ±100 the full control effect; nearly all actives have a fitted effect of over 65% in size
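HEPG2 CAGA-GFP reporter cells (1000/well, DMEM with 1% FBS) received compounds, then recombinant TGF-beta at 500 pg/mL final for 18 hours at 37 degrees C. Per-cell GFP summed per well was normalised to unstimulated and stimulated DMSO controls before curve fitting.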
Nrf2 inh = blocks Nrf2 signaling | Potency, µM (top dose mostly 46 µM), for the others: top-dose activity change, negative = inhibition, hits mostly inhibitors | A549 ARE-Fluc reporter, luciferase luminescence, 18-24 h | actives 2.1% (n = 360,000); further: potency means the concentration at half of the fitted maximal effect; on the % scale 0 is the no-effect control and ±100 the full control effect; nearly all actives have a fitted effect of over 60% in size
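Concentration-response testing used A549 ARE_Fluc cells at 5000 cells/well. Following an 18-24 h compound incubation, viability was read by fluorescence (Ex 405/Em 525) and luciferase output by luminescence.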
Mm-Cpn inhibitor = inhibitors of Methanococcus maripaludis chaperonin (MmCpn). purified Mm-Cpn ATPase, ADP Transcreener TR-FRET. Potency, µM (series often up to 76.9 µM), inactives show top-dose activity, negative = inhibition, most hits filed as inhibitors. actives 0.031% (n = 330,000); further: potency means the concentration at half of the fitted maximal effect; on the % scale 0 is the no-effect control and ±100 the full control effect; nearly all actives have a fitted effect of over 80% in size
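TR-FRET (320 nm excitation; 590 and 665 nm emission) reports ADP made from 10 uM ATP by 25 nM enzyme; compounds were preincubated 10 min, reaction run 30 min, both at 37°C.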
CCT chaperon mod = modulators of cytosolic chaperonin (CCT/TRiC) activity; actives 0.3% (n = 360,000); purified chaperonin ATPase assay, HTRF ADP detection, 30 min; activity change, % (test concentration not listed), hits read low; in the data active means activity change below about -30%; further: on the % scale 0 is the no-effect control and ±100 the full control effect
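Nucleotide hydrolysis assay: TRiC at 20–40 nM final (set by batch activity) with 10 uM ATP, 30 min at 37 °C, in presence of 76 uM compound. Detection by competitive ADP HTRF, 30 min ambient.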
A549 tox = counter-screen for Nrf2 inhibitors: cytotoxicity in A549 cells; actives 0.16% (n = 390,000); A549 ARE-Fluc cells, CellTiter-Fluor viability, 18-24 h; AID 504648; Potency, µM (doses to about 46 µM), inactives show top-dose activity change, negative = cytotoxicity, hits mostly inhibitors; further: potency means the concentration at half of the fitted maximal effect; on the % scale 0 is the no-effect control and ±100 the full control effect
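Cytotoxicity counterscreen: CellTiter-Fluor fluorescence was measured in A549 ARE_Fluc cells after 18-24 h of compound exposure in a concentration series. The subsequent BugLite luminescent read reports ARE-luciferase activity.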
Starred values were filed as active, the others as inactive; i = inactive; u = inconclusive; x = not tested or not shown; [ ] = dose if it differs, or a comment. Unless noted, the call rests on the fitted dose curve; in most records, active means well fitted curve in the direction sought with a large enough effect; inconclusive means small, poorly fitted or top-dose-only effect, or another doubt; inactive means no such curve, though single readings can be large; an effect the other way counts as inactive or inconclusive. The list is partial, so the mix of outcomes need not match the whole.

molecule	Akt phos inh	EPAC2 ag	EPAC2 antagonist	Nrf2 ARE act	TGFb SMAD3 inh	Nrf2 inh	Mm-Cpn inhibitor	CCT chaperon mod	A549 tox
CC(=O)Nc1ccc(S(=O)(=O)NCCc2ccc(F)cc2)cc1	i	12%	0%	0.2%	u	-13%	0%	4.8	-2%
O=C(N/N=C\c1ccc(O)c([N+](=O)[O-])c1)c1ccccc1-n1cccc1	i	-6%	0%	0.6%	-7%	-7%	1%	0.8	-4%
O=C(O)c1cc(=S)nc[nH]1	i	4%	-5%	-0.9%	10%	2%	x	0.7	10%
COCCCNC(=O)/C(C#N)=C/c1c(N2CCN(C)CC2)nc2ccccn2c1=O	i	2%	4%	3.2%	3%	3%	-1%	-0.2	-4%
CCOc1ccccc1OCCCC(=O)N(CC)CC(=O)Nc1ccc(NC(C)=O)cc1	i	9%	2%	-0.5%	-10%	6%	0%	-0.5	-1%
CCOc1ccccc1OCC(=O)OCc1csc(CC(=O)Nc2ccccc2C)n1	i	17%	6%	0.1%	9%	13%	-1%	-1.0	-1%
O=C(Nc1oc2ccccc2c(=O)c1-c1ccccc1)c1ccco1	i	3%	-9%	8.7%	0%	x	x	0.8	x
COc1ccccc1Nc1nc(N)nc(CN2CCc3ccccc3C2)n1	i	-3%	-3%	-0.6%	1%	-2%	-5%	-2.6	3%
O=C(Nc1ccc2c(c1)OCCO2)c1cccs1	i	12%	1%	4.2%	-14%	u	-1%	1.0	1%
O=C(NNC(=O)[C@@H]1CCCC[C@@H]1C(=O)O)c1cccs1	i	1%	12%	-0.1%	-4%	17%	1%	0.1	0%

The listing continues.
molecule	Akt phos inh	EPAC2 ag	EPAC2 antagonist	Nrf2 ARE act	TGFb SMAD3 inh	Nrf2 inh	Mm-Cpn inhibitor	CCT chaperon mod	A549 tox
CCOc1ccc(NC(c2ccc(Cl)cc2)c2nnc(-c3cccc(F)c3)o2)cc1 (centres undefined)	x	x	x	-0.9%	17%	7%	x	x	0%
COc1ccc(/C=N\Nc2ccccn2)c(OC)c1	i	6%	-17%	7.1%	-18%	u	0%	-1.4	8%
COc1ccc(C(=O)Nc2ccc(-c3nc4ncccc4o3)cc2)cc1	x	x	x	-0.2%	24%	4%	x	x	3%
NC(=O)c1ccsc1NC(=O)COC(=O)c1c(F)cccc1Cl	i	19%	-8%	6.8%	-15%	21%	1%	0.6	0%
COC(=O)c1c(C)oc2ccc(N(C(=O)c3ccncc3)S(=O)(=O)c3ccc(OC)cc3)cc12	x	x	x	-1.1%	-33%	0.82µM*	x	x	u
O=Cc1ccc(OCC(=O)N2CCc3ccccc32)c(Br)c1	i	4%	-8%	2.1%	-2%	u	-15%	-4.2	12%
CC(C)(C)S(=O)(=O)/C(C#N)=C/c1cccn1S(=O)(=O)c1ccccc1	i	10%	-12%	0.6%	-27%	x	x	-2.1	x
CCc1ccccc1N(CC(=O)NCc1ccco1)C(=O)CCC(=O)Nc1nccs1	i	16%	-2%	-0.6%	-2%	11%	-1%	-2.6	1%
CCSc1ccc([C@@H]2[C@H]3C(=O)N(CC)C(=O)[C@H]3[C@]3(C(=O)OC)CCCCN23)cc1	i	7%	-3%	0.3%	u	-19%	-20%	-2.1	-1%
O=C(/C=C/c1ccccc1)N1CCN(C(=O)c2ccco2)CC1	i	5%	-6%	-0.1%	4%	-17%	1%	0.8	7%

Next part.
molecule	Akt phos inh	EPAC2 ag	EPAC2 antagonist	Nrf2 ARE act	TGFb SMAD3 inh	Nrf2 inh	Mm-Cpn inhibitor	CCT chaperon mod	A549 tox
COc1cc(CCN2C(=O)c3cccc4cccc(c34)C2=O)c(S(=O)(=O)NCCCO)cc1OC	i	-9%	6%	26%	-18%	14%	0%	-0.4	4%
COc1ccccc1N1CCN(C(=O)c2oc3ccccc3c2N)CC1	x	x	x	0.4%	-1%	-2%	x	x	-16%
Cn1c(=O)[nH]c(=O)c2c1nc(N(CCO)Cc1ccccc1)n2CCCc1ccccc1	i	-6%	-26%	3.5%	7%	6%	2%	-1.3	-21%
COc1cc(CN2CCCC(N3CCN(c4ccccc4C)CC3)C2)cc(Cl)c1O (centres undefined)	i	3%	-14%	1.9%	2%	-8%	2%	1.4	1%
C[C@H](CO)N1C[C@H](C)[C@@H](CN(C)S(=O)(=O)c2ccccc2)Oc2c(NC(=O)Nc3ccc(C(F)(F)F)cc3)cccc2C1=O	i	-14%	-6%	-4.6%	10µM*	u	1%	1.2	-9%
CCOC(=O)c1[nH]ncc1CN1CCN(Cc2ccc(C)cc2)C(CCO)C1 (centres undefined)	i	3%	5%	0.4%	6%	2%	0%	0.5	2%
CCOC(=O)C1CCCN(S(=O)(=O)Cc2ccc(Cl)cc2)C1 (centres undefined)	i	7%	3%	-0.9%	0%	12%	0%	-4.9	0%
CCCCOc1ccc(C(=O)N(CC)CC(=O)NCc2cccs2)cc1	i	0%	-7%	0.3%	24%	9%	1%	-1.5	-2%
CCONc1ncnc2nonc12	i	3%	1%	-0.3%	-15%	-7%	-2%	1.4	3%
NC(=O)CC1C(=O)N(c2ccc(F)cc2)C(=O)N1NC(=O)CCc1ccccc1 (centres undefined)	i	-7%	2%	0.1%	1%	7%	-2%	1.2	1%

The list goes on.
molecule	Akt phos inh	EPAC2 ag	EPAC2 antagonist	Nrf2 ARE act	TGFb SMAD3 inh	Nrf2 inh	Mm-Cpn inhibitor	CCT chaperon mod	A549 tox
O=C(Cc1ccsc1)N1CCN(S(=O)(=O)c2cc(C(F)(F)F)cc(C(F)(F)F)c2)CC1	i	-8%	-20%	0.2%	-12%	-2%	0%	-2.9	8%
O=C(NCCC1CCCCN1S(=O)(=O)c1ccc(Cl)cc1)C(=O)NCc1ccco1 (centres undefined)	i	4%	4%	13%	0%	-18%	-1%	2.2	-11%
Cc1ccc(S(=O)(=O)N(C)C)cc1NC(=O)C1CCCC1	i	-2%	3%	-0.1%	5%	3%	2%	0.1	5%
Cn1c(SCC(=O)C(C)(C)C)nnc1-c1cccnc1	i	6%	-2%	0.0%	14%	4%	1%	0.7	6%
C=C(C)CNC(=S)N/N=C/c1c(F)cccc1F	i	-2%	-4%	20%	-5%	-2%	0%	-1.2	23%
Cc1ccc(CNC(=O)c2cc3c(=O)oc4ccc(C)cc4c3s2)cc1	x	x	x	-0.1%	-4%	12%	x	x	1%
Cc1ccc(NC(=O)Cn2c(=O)cnc3ccccc32)cc1S(=O)(=O)N(C)C	i	0%	7%	0.4%[9.22 µM]	-1%	-18%	0%	-3.4	-4%
N#C/C(=C1/CCCCCN1)c1nc2ccccc2s1	i	27%	14%	10%	-1%	23%	-10%	-3.4	-3%
COCC(=O)n1nc(-c2ccccc2)nc1NCc1ccc(N(C)C)cc1	i	9%	-6%	2.8%	-4%	u	1%	-5.1	-7%
CCCCOC(=O)Nc1cccc(Cl)c1C	i	-7%	-4%	0.6%	-7%	u	-2%	-0.6	-10%
COc1ccc(CNC(=O)COc2ccccc2C(=O)c2cnn(-c3ccccc3)c2)cc1OC	i	25%	-1%	3.7%	u	-8%	-13%	-2.0	0%
Cc1ccc(C(NC(=O)c2ccccc2)C(Cl)(Cl)Cl)cc1 (centres undefined)	i	-4%	-3%	-0.4%	-3%	u	0%	-1.3	-1%
CS(=O)(=O)N1CCN(c2ccc(NC(=O)Cc3ccccc3)cc2)CC1	i	11%	0%	-0.2%	-10%	-14%	0%	-0.4	4%

No new results follow: 12 of the compounds above.
molecule	Akt phos inh	EPAC2 ag	EPAC2 antagonist	Nrf2 ARE act	TGFb SMAD3 inh	Nrf2 inh	Mm-Cpn inhibitor	CCT chaperon mod	A549 tox
NC(=O)CC1C(=O)N(c2ccc(F)cc2)C(=O)N1NC(=O)CCc1ccccc1 (centres undefined)	i	-7%	2%	0.1%	1%	7%	-2%	1.2	1%
O=C(Cc1ccsc1)N1CCN(S(=O)(=O)c2cc(C(F)(F)F)cc(C(F)(F)F)c2)CC1	i	-8%	-20%	0.2%	-12%	-2%	0%	-2.9	8%
O=C(NCCC1CCCCN1S(=O)(=O)c1ccc(Cl)cc1)C(=O)NCc1ccco1 (centres undefined)	i	4%	4%	13%	0%	-18%	-1%	2.2	-11%
Cc1ccc(S(=O)(=O)N(C)C)cc1NC(=O)C1CCCC1	i	-2%	3%	-0.1%	5%	3%	2%	0.1	5%
Cn1c(SCC(=O)C(C)(C)C)nnc1-c1cccnc1	i	6%	-2%	0.0%	14%	4%	1%	0.7	6%
C=C(C)CNC(=S)N/N=C/c1c(F)cccc1F	i	-2%	-4%	20%	-5%	-2%	0%	-1.2	23%
Cc1ccc(CNC(=O)c2cc3c(=O)oc4ccc(C)cc4c3s2)cc1	x	x	x	-0.1%	-4%	12%	x	x	1%
Cc1ccc(NC(=O)Cn2c(=O)cnc3ccccc32)cc1S(=O)(=O)N(C)C	i	0%	7%	0.4%[9.22 µM]	-1%	-18%	0%	-3.4	-4%
N#C/C(=C1/CCCCCN1)c1nc2ccccc2s1	i	27%	14%	10%	-1%	23%	-10%	-3.4	-3%
COCC(=O)n1nc(-c2ccccc2)nc1NCc1ccc(N(C)C)cc1	i	9%	-6%	2.8%	-4%	u	1%	-5.1	-7%
CCCCOC(=O)Nc1cccc(Cl)c1C	i	-7%	-4%	0.6%	-7%	u	-2%	-0.6	-10%
COc1ccc(CNC(=O)COc2ccccc2C(=O)c2cnn(-c3ccccc3)c2)cc1OC	i	25%	-1%	3.7%	u	-8%	-13%	-2.0	0%

Source: PubChem BioAssay (National Center for Advancing Translational Sciences (NCATS))
